# Shn3 inh set2: reduction of Shn3 3'UTR firefly luciferase signal, primary screen, Schnurri-3 inhibitor project, cell-based, Clone20 osteoblasts, set 2. Clone20 osteoblast Shn3 3'UTR firefly luciferase, 24 h. actives 0.52% (n = 360,000). inhibition, % at 12.5 µM;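 active = mean inhibition of at least 75% with every replicate also reaching 75%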;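 also: 0% = median of neutral control wells and 100% = pilot-screen positive control compound; some compounds past the cut are filed as inactive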
# HIF-2a inh: HIF-2a reporter inhibitors, primary screen, luminescence, 786-0 RCC cells | inhibition, % at 18.8 µM | AID 624352, 2012 | actives 0.72% (n = 360,000) | 786-0 RCC cells HIF-2a reporter, luciferase luminescence, overnight;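 active = inhibition of the luminescence signal of 40% or more relative to plate controls, in a single-dose primary screen at 18.75 µM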
# NR2E3 ag-1: NR2E3 agonists in two-hybrid cells, primary screen, cell-based, luminescence, CHO-S, Gal4-NCOR/VP16-NR2E3; luciferase; Photoreceptor-specific nuclear receptor (Homo sapiens), Q9Y5X4; AID 602229, 2012; actives 0.35% (n = 360,000); inhibition of corepressor binding, % at 3.98 µM;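 active = inhibition above the mean of all tested compounds plus 3 SD, cut at about 70% in these data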;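 also: 0% = DMSO with NR2E3 transfected cells and 100% = cells lacking NR2E3 construct; higher means lower luciferase signal from less NR2E3 corepressor binding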
# Target sequence (Q9Y5X4 whole entry, looked up, the tested form may be a part): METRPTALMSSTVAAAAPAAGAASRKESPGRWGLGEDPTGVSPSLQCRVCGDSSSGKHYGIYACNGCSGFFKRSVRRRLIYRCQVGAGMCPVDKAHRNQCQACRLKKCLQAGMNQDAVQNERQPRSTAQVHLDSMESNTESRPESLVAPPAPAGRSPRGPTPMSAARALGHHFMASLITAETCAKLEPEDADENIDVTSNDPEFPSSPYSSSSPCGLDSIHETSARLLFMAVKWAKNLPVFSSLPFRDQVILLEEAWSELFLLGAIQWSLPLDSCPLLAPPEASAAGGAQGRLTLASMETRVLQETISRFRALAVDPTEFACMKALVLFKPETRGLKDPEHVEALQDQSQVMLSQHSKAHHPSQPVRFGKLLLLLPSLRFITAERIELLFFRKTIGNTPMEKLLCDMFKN
# MITF TRPM1 inh: inhibitors of MITF-dependent TRPM1 promoter reporter, primary screen, cell-based, SK-MEL-5, single point, luciferase | SK-MEL-5 TRPM1 promoter luciferase, 24 h | actives 0.83% (n = 330,000) | AID 488899, 2010 | inhibition, % at 12.5 µM;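 active = mean inhibition across replicates of 60% or more, whatever share of single replicates reaches that level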; also: values of inactives mirror those of a sister screen read the other way
# Vif inh: HIV Vif self-association inhibitors, primary screen, imaging, HEK293T, single point | HEK293T cells, Vif self-association by quenched fluorescence, 24 h | inhibition, % at 7.49 µM | actives 0.35% (n = 340,000) | AID 602346, 2012; in the data active = inhibition above about 50%, passing the limit was not always enough; also: some results filed as inactive read as strong as hits
# CF NFkB block: inhibitors of PAF-induced NF-kB signaling, primary screen, cell-based, GFP fluorescence, uHTS. KKLEB NF-kB-GFP reporter, GFP fluorescence overnight. inhibition, % at 5 µM. actives 0.86% (n = 360,000). AID 588850, 2011;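 active = at least 50% inhibition at 5 µM, scaled per plate between neutral and stimulator controls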;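 also: PAF is a Pseudomonas aeruginosa culture filtrate used as stimulus; plate controls were PAF-stimulated DMSO wells for no effect and unstimulated DMSO wells for full effect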
# Peg3 promoter: Peg3 promoter-driven luciferase inhibitors, primary screen, cell-based, HeLa, luciferase luminescence. HeLa PEG-Prom luciferase reporter, overnight. inhibition, % at 20 µM. actives 1.7% (n = 360,000). AID 588405, 2011;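 active = inhibition of at least 50% at 20 µM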
# CaV13 ICDI inh: Disruptors of the CACNA1D IQ motif to Ca2+-dependent inactivation inhibitor domain association, primary screening, Förster resonance energy transfer in intact living …. HEK cells, CFP/YFP FRET ICDI-IQ, plate reader, 10 min; percent FRET-ratio fall versus neutral wells. inhibition, % at 12.3 µM. actives 0.098% (n = 340,000);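 active = mean replicate inhibition of at least 30% and at least 1% of replicates passing that level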;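 also: 0% = median of the neutral control wells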
# KKLEB tox: cytotoxicity in KKLEB CF airway cells, primary screen, cytotoxicity control for CF NF-kB inhibitor project, cell-based, uHTS, fluorescence assay plates; KKLEB CF airway cells viability, ATPlite luminescence, overnight; active compounds read low; cells stimulated with P. aeruginosa culture filtrate; activity change (cytotoxicity), % at 5 µM; actives 0.36% (n = 360,000); AID 602141, 2011;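 active = corrected activity change at or below -50% at 5 µM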
# PDI turbidity: inhibitors of human PDI, primary screen, biochemical, turbidity, single point, plate reader; Protein disulfide-isomerase (Homo sapiens), P07237; PDI insulin aggregation turbidity, A650, 90 min; inhibition, % at 10 µM; actives 0.052% (n = 350,000); AID 588391, 2011;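 active = mean inhibition across replicates of 30% or more, whatever share of single replicates reach that level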;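 also: absorbance from insulin aggregation driven by PDI reduction with DTT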
# Target sequence (P07237 whole entry, looked up): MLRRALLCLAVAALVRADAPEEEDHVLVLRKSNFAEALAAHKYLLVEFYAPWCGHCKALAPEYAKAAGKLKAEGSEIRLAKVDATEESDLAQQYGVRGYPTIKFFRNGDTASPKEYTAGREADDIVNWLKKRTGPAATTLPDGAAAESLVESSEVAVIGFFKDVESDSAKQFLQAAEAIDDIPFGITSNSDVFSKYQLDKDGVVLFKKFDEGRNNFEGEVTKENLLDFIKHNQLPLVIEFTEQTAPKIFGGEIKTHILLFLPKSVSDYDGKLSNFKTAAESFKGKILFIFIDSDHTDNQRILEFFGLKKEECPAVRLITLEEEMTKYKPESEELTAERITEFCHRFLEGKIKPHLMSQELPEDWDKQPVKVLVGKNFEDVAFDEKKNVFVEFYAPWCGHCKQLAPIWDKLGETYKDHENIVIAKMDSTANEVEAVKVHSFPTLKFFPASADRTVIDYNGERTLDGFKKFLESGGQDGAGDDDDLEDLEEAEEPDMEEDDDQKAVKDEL
# NR2E3 ag-2: inhibitors of NR2E3-RetCOR corepressor binding, primary screen, NR2E3 agonist project, biochemical, TR-FRET, GST-NR2E3, biotin-RetCOR | Photoreceptor-specific nuclear receptor (Homo sapiens), Q9Y5X4 | 1536-well | AID 2300, 2010 | actives 0.12% (n = 320,000) | inhibition of corepressor binding, % at 4.78 µM;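 active = percent inhibition above the cutoff of mean plus 3 SD of all tested compounds, set per screening campaign, cut at about 20% in these data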;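 also: 0% = DMSO wells and 100% = biotin wells as full block of FRET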
#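 Format: 1536-well format; test system: GST-NR2E3 and biotin-RetCOR proteins; read-out basis: percent inhibition of TR-FRET ratio; timing: 5 h incubation at 4 °C; detection: time-resolved FRET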
# Numbers without * were called inactive; nt = not tested or not shown; & = joins results of further samples.
SMILES,Shn3 inh set2,HIF-2a inh,NR2E3 ag-1,MITF TRPM1 inh,Vif inh,CF NFkB block,Peg3 promoter,CaV13 ICDI inh,KKLEB tox,PDI turbidity,NR2E3 ag-2
CC1(C(=O)O)CCCN(C(=O)c2ccc(OC(F)F)cc2)C1 (stereo unspecified),-8.4,3.8,15.0,nt,-14.2,5.3,-6.5,-11.4,-6.9,1.6,nt
Oc1c(C(c2ccccc2Cl)N2CCCC2)ccc2cccnc12 (stereo unspecified),86.6*,-9.7,-10.8,74.8*,2.1,-18.0,26.0,-14.6,-17.0,-0.8,-2.5
CCS(=O)(=O)c1nc(S(=O)(=O)c2ccc(C)cc2)c(N2CCCCCC2)s1,-17.0,5.7,-20.0,nt,nt,-5.9,30.3,-12.3,-4.8,3.4,nt
CCC(Sc1nc2ccccc2c(=O)[nH]1)C(=O)O (stereo unspecified),-16.1,20.1,-20.1,-6.6,-14.9,-14.1,12.9,-5.5,16.7,3.9,1.6
COc1cc(NC(=O)CCC(=O)Nc2ccc3nc(N4CCOCC4)cc(C)c3c2)cc(OC)c1OC,-14.2,-148.7,-3.7,-55.1,1.7,-18.0,-83.9,-7.1,9.0,-6.9,3.8
Cc1ccc(C)c2[nH]c(=O)c(CN(CCN3CCOCC3)Cc3nnnn3CC3CCCO3)cc12 (stereo unspecified),7.4,-0.9,-34.4,8.5,19.8,-3.0,-112.3,-5.2,6.7,-0.7,1.1
CC(C)CN1CCC(=O)N(CCO)CC1,5.1,11.4,-28.2,-2.6,0.2,-6.3,-2.9,-6.2,3.7,8.3,2.0
CCOc1ccc(N(CC(=O)NC2CC3CCC2C3)S(=O)(=O)c2ccccc2)cc1 (stereo unspecified),18.8,5.6,-18.4,5.1,4.1,16.2,21.1,-6.8,-9.1,7.7,-0.9
O=c1oc2ccccc2c(Nc2ccccc2O)c1[N+](=O)[O-],-30.6,-1.1,-17.1,-1.6,-2.7,-25.0,-7.0,-6.2,7.7,-0.3,-2.4
Cc1cccc(OCC(O)Cn2ccnc2C)c1 (stereo unspecified),-0.7,19.7,14.8,-4.4,0.0,11.0,15.8,-4.4,2.0,-3.2,-2.4
FC(F)Sc1ccc(-n2cc(-c3ccccc3)[n+]3c2CCC3)cc1,33.6,6.7,-13.0,26.9,-2.2,18.2,18.0,-3.3,4.1,-4.8,-1.3
COc1ccc(-n2nc(C(=O)NCC(=O)N3CCN(c4ccccc4)CC3)c3ccccc3c2=O)c(OC)c1,-109.1,-193.1,-49.0,-94.8,-5.3,5.2,-224.7,-3.4,-13.0,3.2,3.5
Cc1cc(NC(=O)c2ccc(Cl)cc2Cl)n(CCC#N)n1,6.7,-13.2,-30.2,-10.8,2.8,0.1,-4.9,-17.7,3.6,0.2,1.4
O=C(c1cccc(NS(=O)(=O)c2ccc(F)c(F)c2)c1)N1CCN(Cc2ccccc2)CC1,-29.8,15.6,-7.7,7.7,-5.7,11.3,16.1,-19.0,-3.2,-5.2,-1.8
Cc1ccc(CN(c2ccc(C(=O)NCC3CCCO3)cc2)S(C)(=O)=O)cc1 (stereo unspecified),10.7,9.6,-7.9,-7.9,10.5,6.9,8.9,5.2,15.0,15.5,2.6
CSc1ccccc1NC(=O)Nc1cccc(F)c1,-14.1,-169.1,-38.3,-27.8,-1.1,-4.1,-117.8,-6.6,15.6,-2.6,5.0
CC(=O)c1cccc(NC(=O)CN(C)S(=O)(=O)c2ccc3c(c2)CC(C)N3C(C)=O)c1 (stereo unspecified),16.3,11.8,10.4,-16.5,-5.8,-32.0,-2.0,-2.8,2.1,-5.0,-0.2
CCC1Nc2ncnc(N3CCCCC3)c2N(Cc2ccccc2)C1=O (stereo unspecified),-49.5,16.2,-2.2,0.0,-5.5,3.9,20.1,21.1,5.2,-9.7,2.3
COc1ccccc1-c1nc(SCC(=O)N2CCOCC2)n[nH]1,3.7,2.3,-8.2,17.0,3.7,8.3,12.7,-3.7,-6.2,4.8,5.2
COC(=O)c1ccc(NC(=O)CCN2CCOCC2)cc1,0.9,15.5,-14.2,9.0,-0.2,19.0,17.3,-2.4,-8.7,5.8,5.2
Oc1ccc(NC(=S)Nc2ccccc2)cc1,20.4&-8.4,-34.1&-17.7,-5.5&-38.9,-1.8&-24.4,-1.4&-0.4,-18.0&-1.5,0.3&-24.9,-16.5&-18.5,2.4&8.9,11.9&3.5,-1.3&1.9
CCC(C)(C)NC(=O)C(c1sccc1C)N(Cc1ccco1)C(=O)c1csnn1 (stereo unspecified),15.2,12.6,14.2,5.8,-2.9,18.8,17.9,-2.3,-1.3,1.1,1.1
O=C(c1ccccc1-c1nc2ccccc2[nH]1)N1CCOCC1,1.4,18.0,-1.0,5.9,12.4,3.2,15.0,nt,0.9,5.8,4.3
CN(C)CC(=O)Nc1ccc(Oc2ccc(Cl)cc2)cc1,-12.0,-9.2,-12.9,3.4,nt,12.1,11.0,-5.1,-21.2,-12.1,-1.8
CC(=O)NC(Cc1cccc(F)c1)C(=O)NC1CCN(C(=O)Nc2ccccc2)CC1 (stereo unspecified),-0.3,7.9,-22.4,2.4,-6.6,-6.3,5.3,-5.2,4.4,19.8,-1.2

# Four compounds drawn at random from those above:
SMILES,Shn3 inh set2,HIF-2a inh,NR2E3 ag-1,MITF TRPM1 inh,Vif inh,CF NFkB block,Peg3 promoter,CaV13 ICDI inh,KKLEB tox,PDI turbidity,NR2E3 ag-2
CC(C)CN1CCC(=O)N(CCO)CC1,5.1,11.4,-28.2,-2.6,0.2,-6.3,-2.9,-6.2,3.7,8.3,2.0
CSc1ccccc1NC(=O)Nc1cccc(F)c1,-14.1,-169.1,-38.3,-27.8,-1.1,-4.1,-117.8,-6.6,15.6,-2.6,5.0
CC1(C(=O)O)CCCN(C(=O)c2ccc(OC(F)F)cc2)C1 (stereo unspecified),-8.4,3.8,15.0,nt,-14.2,5.3,-6.5,-11.4,-6.9,1.6,nt
Oc1ccc(NC(=S)Nc2ccccc2)cc1,20.4&-8.4,-34.1&-17.7,-5.5&-38.9,-1.8&-24.4,-1.4&-0.4,-18.0&-1.5,0.3&-24.9,-16.5&-18.5,2.4&8.9,11.9&3.5,-1.3&1.9

# Additional compounds follow:
SMILES,Shn3 inh set2,HIF-2a inh,NR2E3 ag-1,MITF TRPM1 inh,Vif inh,CF NFkB block,Peg3 promoter,CaV13 ICDI inh,KKLEB tox,PDI turbidity,NR2E3 ag-2
O=C(NC1CC1)C1=C[C@@H](c2ccc(Br)cc2)C[C@@H](OCc2ccc(CO)cc2)O1,55.6,-14.7,-30.7,-10.0,nt,9.8,-2.6,-10.2,-1.0,6.3,-0.6
Cc1ccccc1-n1c(SCC(=O)NCC2CCCO2)nnc1-c1ccncc1 (stereo unspecified),13.2,6.8,-11.6,-0.9,2.5,-6.5,23.5,-6.5,14.9,-1.1,nt
Cc1nc(S/C(=C/c2ccc(-c3ccc(Cl)cc3)o2)C(=O)O)n[nH]1,-13.1,12.8,-0.8,14.4,-35.7,-4.6,-6.5,nt,-9.2,-8.7,0.8
O=C1NC2=C(C(=O)OC2)C(c2ccc(OC(F)(F)F)cc2)N1 (stereo unspecified),-3.4,17.6,12.9,-9.0,-2.4,-4.8,7.6,-4.1,-1.0,-3.8,-0.2
COc1ccccc1NC(=O)NCC(=O)Nc1ccc(F)c(F)c1,nt,6.4,-14.4,-15.2,nt,-13.6,11.4,nt,13.4,3.5,1.2
CCOC(=O)C1=CN(Cc2ccco2)S(=O)(=O)NC1c1ccc(C(F)(F)F)cc1 (stereo unspecified),-0.2,-1.8,-13.1,-4.0,6.4,3.5,-0.9,-4.9,7.6,7.8,nt
CCNC(=S)NNC(=O)Cn1c(=O)c2c(ncn2CCOC)n(Cc2ccccc2)c1=O,-9.1,14.9,1.4,-3.8,10.5,10.4,13.0,-2.9,2.4,-7.3,1.3
CC(C)CCOP(=O)(c1ccc(N(C)C)cc1)C(O)c1ccc(Cl)cc1Cl (stereo unspecified),-6.6,7.9,-9.0,8.7,-3.7,5.0,23.7,-18.2,-7.9,-5.4,-2.6
Cn1cnnc1SCC(=O)Nc1ncc(C(F)(F)F)cc1Cl,6.2,5.7,-11.3,7.7,2.5,14.4,16.6,-4.2,-11.5,-0.9,5.7
CCn1c(N)[n+](CC(=O)Nc2ccc(SC(F)F)cc2)c2ccccc21,20.4,2.6,-22.8,-1.3,-10.1,14.9,41.9,-5.4,-11.8,-0.7,0.1
O=C(/C=N/O)NCCN1CCCCC1,-14.3,11.2,-8.0,0.1,7.0,9.7,8.1,-10.3,-0.3,-3.5,-0.2
CC(=O)NC(=S)Nc1ccc(NC(=O)COc2ccc(Cl)cc2Cl)cc1,-10.6,-107.3,-1.9,-1.4,0.6,-9.4,-31.1,-2.7,15.4,-7.7,1.8
Cc1nn(C)c(Cl)c1/C=C/C(=O)O,-10.2,3.3,-0.1,6.0,1.6,-30.6,-7.0,-4.7,-0.8,0.2,2.7
CC1(C)CC(=O)c2cc(OCC(=O)NCCN3CCCc4ccccc43)ccc2O1,-1.4,-7.9,16.3,11.5,14.5,-6.6,0.0,-8.4,-0.3,1.4,3.3
COC(=O)N1CN(C(=O)OC)CN(C(=O)OC)C1,-14.1,1.5,-14.1,2.9,2.5,-21.1,12.4,nt,3.9,7.0,1.3
COc1ccc(S(=O)(=O)Nc2cccc(C)n2)c2ccccc12,-10.2,10.0,-4.6,5.4,-2.4,7.8,10.1,-1.7,-1.2,-8.5,-1.2
O=C(N=Nc1c(O)[nH]c2ccc(Cl)cc12)c1cc(-c2cccs2)nc2ccccc12,9.8,-18.1,-30.7,18.7,6.5,-4.6,70.4*,-2.9,4.3,-9.0,4.9
COc1ccc(S(=O)(=O)N(C)CC(=O)NC2CCCC2)cc1OC,-0.4,9.0,-2.5,-3.7,5.8,6.7,16.8,-6.4,-7.3,-5.0,-3.7
O=C(c1cc(-c2ccc3c(c2)OCO3)on1)N1CCCCC1,-17.4,-20.7,-123.5,-11.9,4.2,16.8,-59.9,-3.0,-12.8,10.0,3.0
O=C(CCc1ccccc1)N=C1SC2CS(=O)(=O)CC2N1c1ccccc1F (stereo unspecified),-9.8,8.6,-4.0,-15.3,3.8,2.2,-1.9,-11.4,-5.7,2.2,-0.2
O=C(c1ccco1)N1CCN(C(=O)C2CCCO2)CC1 (stereo unspecified),32.4,4.6,-17.1,0.3,-1.3,9.5,-9.9,nt,-3.4,-2.4,4.3
CC(C)(C)C(=O)Nc1ccc(F)cc1[N+](=O)[O-],-11.8,8.3,-3.0,3.6,-12.2,-24.6,2.8,-1.6,4.4,0.2,0.5
